Exocytosis inh – blocks lytic granule exocytosis. inhibition, % at 10 µM. actives 0.66% (n = 360,000). TALL-104 LAMP-1 surface exposure, flow cytometry; cells stimulated with thapsigargin and PMA;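 active = inhibition above about 55%, limit read from the data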
aDG glyco up – alpha-DG glycosylation activation | AID 624168 | activation, % at 10 µM | Pro5-aDG cells, alpha-DG glycosylation AlphaScreen (IIH6); 0% Pro5, 100% B10-LARGE cell signal | actives 0.22% (n = 360,000);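 active = activation of at least 8% versus controls, or a plate z-score of at least 8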;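 note: Pro5 are CHO cells carrying HIG-tagged alpha-DG that lacks glycosylation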
Cardio protect – myocardial damage modulation in H9c2 cells. H9c2 cardiomyocytes, H2O2 injury protection, ATPLite, 2 h. protection from H2O2 cell death, % at 20 µM. actives 0.63% (n = 360,000). AID 588492;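 active = compounds giving at least 50% protection of heart cells from peroxide-induced death in the single-dose screen, raw or plate-pattern-corrected value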;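 note: 0% = DMSO wells with peroxide and 100% = DMSO wells without peroxide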
Glyco luc inh – N-linked glycosylation inhibition. actives 0.23% (n = 360,000). reporter increase, % at 12.5 µM. D54 ERlucT glycosylation luciferase reporter, 24 h; percent of 100 nM tunicamycin response. AID 588692;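 active = mean luciferase reporter signal, scaled so untreated is 0 and the glycosylation-blocking control 100, at or above a set limit in every replicate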;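 note: luciferase carries N-glycosylation sites so blocking glycosylation raises the light; 0% = median of neutral control wells and 100% = median of 100 nM tunicamycin wells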
m5-HT2A agonist – mouse HTR2A agonism via beta-arrestin recruitment | activation, % at 7.6 µM | CHO-K1 mHTR2A beta-arrestin complementation, luminescence; percent of 30 µM serotonin response | actives 0.66% (n = 360,000) | AID 624169;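 active = activation above a run cutoff, the mean activation of all tested compounds plus 3 SD, cut at about 14% in these data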;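 note: 0% = plate median of compound wells and 100% = 30 µM serotonin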
Target sequence (P35363 whole entry, looked up): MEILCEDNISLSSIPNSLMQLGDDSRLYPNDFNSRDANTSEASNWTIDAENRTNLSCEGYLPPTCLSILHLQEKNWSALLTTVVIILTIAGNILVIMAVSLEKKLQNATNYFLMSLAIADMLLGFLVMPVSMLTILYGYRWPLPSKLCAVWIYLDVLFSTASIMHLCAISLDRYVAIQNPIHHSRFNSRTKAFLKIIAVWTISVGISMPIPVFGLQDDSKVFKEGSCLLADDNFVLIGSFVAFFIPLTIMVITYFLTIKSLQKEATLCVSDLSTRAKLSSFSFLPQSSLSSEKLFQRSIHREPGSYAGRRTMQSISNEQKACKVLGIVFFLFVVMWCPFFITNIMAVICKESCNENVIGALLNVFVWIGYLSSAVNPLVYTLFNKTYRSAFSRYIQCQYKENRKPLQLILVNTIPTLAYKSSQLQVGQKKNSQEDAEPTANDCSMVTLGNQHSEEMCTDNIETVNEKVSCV
PDI turbidity – blocks human protein disulfide isomerase activity; actives 0.052% (n = 350,000); inhibition, % at 10 µM; P07237; PDI insulin aggregation turbidity, A650, 90 min;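 active = mean inhibition across replicates of 30% or more, whatever share of single replicates reach that level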;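 note: absorbance from insulin aggregation driven by PDI reduction with DTT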
Target sequence (P07237 whole entry, looked up): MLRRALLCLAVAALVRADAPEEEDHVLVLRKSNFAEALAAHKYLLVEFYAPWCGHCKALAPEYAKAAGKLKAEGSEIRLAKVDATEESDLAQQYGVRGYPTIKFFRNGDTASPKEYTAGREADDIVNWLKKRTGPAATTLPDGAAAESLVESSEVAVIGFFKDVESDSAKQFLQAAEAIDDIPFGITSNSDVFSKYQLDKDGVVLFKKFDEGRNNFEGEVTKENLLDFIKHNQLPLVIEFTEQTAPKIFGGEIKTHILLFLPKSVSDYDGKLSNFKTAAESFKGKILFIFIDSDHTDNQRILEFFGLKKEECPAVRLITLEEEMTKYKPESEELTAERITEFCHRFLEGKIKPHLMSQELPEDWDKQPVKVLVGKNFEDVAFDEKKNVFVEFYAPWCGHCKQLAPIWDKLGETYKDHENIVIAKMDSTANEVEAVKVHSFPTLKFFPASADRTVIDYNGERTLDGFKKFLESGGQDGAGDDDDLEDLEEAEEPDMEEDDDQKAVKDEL
CaV13 ICDI inh – Primary screen for inhibitors of IQ motif and Ca2+-dependent inactivation inhibitor domain binding in CACNA1D, Förster resonance energy transfer in living cells, …. inhibition, % at 12.3 µM. actives 0.098% (n = 340,000). HEK cells, CFP/YFP FRET ICDI-IQ, plate reader, 10 min; percent FRET-ratio fall versus neutral wells;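 active = mean replicate inhibition of at least 30% and at least 1% of replicates passing that level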;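 note: 0% = median of the neutral control wells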
Vif imaging – blocks HIV Vif function. inhibition, % at 7.49 µM. actives 0.35% (n = 340,000). HEK293T cells, Vif self-association by quenched fluorescence, imaging, 24 h; in the data active = inhibition above about 50%, passing the limit was not always enough; note: some results filed as inactive read as strong as hits
hiPSC survival – increases survival of single human iPS cells; hiPSC single-cell survival, ATPlite luminescence; 100% = ROCK inhibitor wells, 0% = DMSO; survival enhancement, % at 20 µM; actives 0.044% (n = 360,000); AID 602274; in the data active = survival enhancement above about 18%;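 note: cells exposed to compounds for 16 hours before the ATP read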
ABCB6 inh 2 – inhibitors of human ABC transporter ABCB6. Q9NP58. fluorescence ratio to DMSO, % at 10 µM. actives 0.19% (n = 360,000). K562-ABCB6 porphyrin accumulation, flow cytometry, 1 h; stronger effect = lower value;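 active = fluorescence ratio to DMSO below 75%, the collection mean minus 3 SD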;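 note: signal is porphyrin accumulated inside mitochondria; 100% equals median channel fluorescence of DMSO control wells; lower ratio means ABCB6 inhibition with less porphyrin fluorescence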
The depositor's hits bear a star; . = no result given. Compounds were not picked by outcome, and some 3.1% of all compounds hit somewhere here.

Value order – Exocytosis inh	aDG glyco up	Cardio protect	Glyco luc inh	m5-HT2A agonist	PDI turbidity	CaV13 ICDI inh	Vif imaging	hiPSC survival	ABCB6 inh 2
1) O=C(O)c1ccc(COc2c(F)c(F)cc(F)c2F)o1
    0	0.0	1	0	8	9	-4	-11	1.2	94
2) CCOc1ccccc1Nc1nnc(C)c(=O)[nH]1
    -2	1.0	-1	-2	5	-2	-5	-8	0.1	101
3) COc1cc(C(=O)NCCNc2nc3c(C)cccc3cc2C#N)cc(OC)c1OC
    19	-0.1	4	4	-3	0	-5	-6	-0.7	98
4) CCCn1c(=N)n(CC(O)c2ccco2)c2ccccc21 (stereo unspecified)
    1	0.2	-1	-2	-2	-7	.	-10	-0.5	133
5) Cc1ccc(Cl)cc1NS(=O)(=O)N1CCOCC1
    -4	0.2	3	-1	4	0	-6	-2	0.8	98
6) COc1ccc(-n2nnnc2SCC(=O)Nc2nnc(C)s2)cc1OC
    -2	-0.1	2	2	-6	-2	-6	4	0.0	95
7) Cc1ccc(C(NC(=O)N2CCOCC2)C(Cl)(Cl)Cl)cc1F (stereo unspecified)
    -1	0.5	3	0	-3	6	-19	0	0.5	101
8) C=CCn1c(COc2ccccc2-c2ccccc2)nnc1SCC(=O)NC(=O)NCc1ccco1
    50	0.2	-4	0	0	4	-8	7	8.8	98
9) COc1ccc(C(=O)COC(=O)[C@H](C)Nc2ccc(C(F)(F)F)cc2[N+](=O)[O-])c(OC)c1
    -2	-0.4	-14	0	-4	-6	-3	10	-2.2	96
10) CC(CN1CCN(Cc2ccccc2)CC1)c1ccccc1 (stereo unspecified)
    61*	-0.2	5	-2	-10	-4	-21	7	3.4	101
11) Cc1cc(C)nc(-n2ncc(C#N)c2N)n1
    -2	0.4	4	2	3	5	-14	4	1.7	99
12) CN(C)c1cc[n+](CC(=O)Nc2ccc([N+](=O)[O-])cc2Cl)cc1
    3	-0.2	4	1	-2	-1	.	5	-1.5	97
13) CCOc1ccccc1/C=C/c1onc(C)c1S(=O)(=O)N1CCC(C(=O)NC(C)C)CC1
    -1	-0.5	-2	4	-2	2	-3	18	-0.2	94
14) Cc1cc(NC(=O)Nc2ccccc2F)ccc1Br
    -8	0.3	-9	-11	1	-15	-2	-9	-3.7	97
15) CCn1cc(C=O)c2cc(S(=O)(=O)N3CCOCC3)ccc21
    1	-0.4	2	1	2	-15	-5	0	0.7	97
16) CC(=O)Nc1ccc(S(=O)(=O)Nc2c(C)n(C)n(-c3ccccc3)c2=O)cc1
    -2	-0.1	-1	-1	0	0	.	33	-1.8	94
17) Cc1ccnc(NCc2ccc(Cl)cc2)c1
    -16	-0.2	-3	1	2	-5	0	-2	0.4	98
18) COCCNc1nc(Nc2ccc(F)cc2)c2sccc2n1
    10	0.5	-5	-1	-7	-4	-5	-3	0.0	94
19) CN(CC(=O)NCc1ccncc1)S(=O)(=O)c1cc(Cl)ccc1Cl
    15	-0.1	-1	-2	0	7	-7	9	0.9	98
20) CCOC(=O)C1CCN(C(=O)c2cccc(S(=O)(=O)N(CC)c3ccccc3)c2)CC1
    1	0.1	4	-1	2	11	-6	10	0.6	92
21) O=C(NCc1cccnc1)c1c[nH]c2cc3c(cc2c1=O)OCCO3
    -6	-0.3	-12	-10	-3	-7	-2	-45	-4.5	87
22) CC1(C(=O)NCC(F)(F)F)CCN1C(=O)C1(c2ccccc2)CC1 (stereo unspecified)
    -1	-0.4	4	0	-3	-6	-10	.	-0.9	96
23) O=C(Nc1nc(-c2ccccn2)cs1)c1ccccc1-n1cnnn1
    0	1.0	63*	-11	-1	-1	-2	-1	-0.5	101
24) COc1cc(NC(=S)N2CCN(C/C=C/c3ccccc3)CC2)cc(OC)c1
    -5	0.3	-3	1	-4	6	-4	-5	0.6	397
25) CCN1CCN(S(=O)(=O)c2cccc3nsnc23)CC1
    8	1.0	4	2	-2	-4	-8	2	-0.8	97
26) CCc1ccc(NC(=O)c2cccc(NC3=NC4CS(=O)(=O)CC4S3)c2)cc1 (stereo unspecified)
    3	-0.3	-9	0	0	.	-6	3	-0.4	99
27) COc1cccc(C2C(C#N)=C(N)N(N(C)C)C3=C2C(=O)CCC3)c1 (stereo unspecified)
    5	0.0	5	1	-5	-5	-4	.	-0.3	98
28) CCN1CCN(C(=S)NCc2ccc(C)cc2)CC1
    1	-0.1	1	2	-9	-9	-14	7	-0.9	99
29) COc1ccc(CCNc2oc(COc3ccc(Br)cc3)nc2C#N)cc1OC
    6	-0.1	38	-2	-3	.	-2	-2	0.5	94
30) CC1CCCCN1S(=O)(=O)Cc1ccccc1Cl (stereo unspecified)
    -6	0.1	-4	2	5	-4	-2	-3	-0.5	98

Gathered by group: those above containing bromine.
Value order – Exocytosis inh	aDG glyco up	Cardio protect	Glyco luc inh	m5-HT2A agonist	PDI turbidity	CaV13 ICDI inh	Vif imaging	hiPSC survival	ABCB6 inh 2
14) Cc1cc(NC(=O)Nc2ccccc2F)ccc1Br
    -8	0.3	-9	-11	1	-15	-2	-9	-3.7	97
29) COc1ccc(CCNc2oc(COc3ccc(Br)cc3)nc2C#N)cc1OC
    6	-0.1	38	-2	-3	.	-2	-2	0.5	94

Additional results:
Value order – Exocytosis inh	aDG glyco up	Cardio protect	Glyco luc inh	m5-HT2A agonist	PDI turbidity	CaV13 ICDI inh	Vif imaging	hiPSC survival	ABCB6 inh 2
31) Cc1ccn2c(=S)[nH]nc2c1
    -6	0.0	1	0	2	7	-11	8	-1.3	79
32) F[B-](F)(F)c1cc2cc(Br)ccc2s1
    0	0.0	-1	1	-1	-7	.	5	0.6	100
33) COc1ccc(S(=O)(=O)NCCCN2CCCC2=O)c(OC)c1
    -6	-0.1	-3	.	2	-1	-5	.	-0.3	95
34) C=C(C)COc1ccc2c(C)c(CC(=O)OC)c(=O)oc2c1C
    -17	1.1	-20	-1	6	9	.	-37	-3.5	96
35) CCOC(=O)NC1(NC2CCCCC2)Oc2ccccc2O1
    1	0.2	36	-2	1	-7	-9	-4	-3.4	108
36) O=S(=O)(Nc1nnc(C2CCCCC2)s1)c1ccc(F)cc1
    4	-0.1	-1	2	6	-26	-7	15	0.5	93
37) CN(C)c1nc(Nc2ccc(Cl)cc2)nc(OCC#N)n1
    1	0.6	-37	-2	-5	2	.	-10	2.1	92
38) C=CCSc1nnc2c(n1)OC(c1cccnc1)N(C(C)=O)c1ccccc1-2 (stereo unspecified)
    -3	-0.1	0	-1	0	-4	-5	.	-1.6	95
39) COc1cccc(C(c2c(N)[nH]c(=S)[nH]c2=O)c2c(N)[nH]c(=S)[nH]c2=O)c1
    -10	0.1	-4	1	1	3	-20	-3	-0.3	97
40) CCc1nc2ccc(C(=O)NCCCn3ccnc3)cn2c1N(CC)Cc1cccc(Br)c1
    22	2.2	-6	-3	2	23	-6	-11	-0.7	98
41) O=C(Nc1ccccc1N1CCCC1)C1CC(=O)N(Cc2ccccc2)C1 (stereo unspecified)
    3	0.2	-3	-1	-4	-6	-5	0	0.3	102
42) CCCCSc1nc(SCC(=O)NCc2ccco2)c2c3c(sc2n1)COC(C)(CC)C3 (stereo unspecified)
    5	0.5	-16	-6	1	9	-3	-9	-1.9	87
43) COc1ccc(C(=O)N2CCC(C(N)=O)CC2)cc1S(=O)(=O)N1CCCC1
    -2	0.4	4	3	-3	1	-4	11	-0.1	103
44) CCC(=O)c1ccc(OCC(=O)OCC(=O)c2cc(C)n(CC3CCCO3)c2C)cc1 (stereo unspecified)
    -2	0.2	3	2	3	3	-6	-4	-0.5	94
45) O=C(Nc1ccc(F)cc1)c1cccnc1NCCc1ccccc1
    1	0.3	0	-6	-8	13	-3	5	-0.2	86
46) O=C(C1=C[C@H](C2CCCCC2)C[C@H](OCCCCO)O1)N1CCN(Cc2ccc3c(c2)OCO3)CC1
    4	-0.1	0	-3	-1	-6	.	-7	7.3	97
47) CCCc1cc(Nc2c(C)n(C)n(-c3ccccc3)c2=O)n2c(nc3ccccc32)c1C#N
    2	0.0	7	-5	0	-1	-2	-11	-2.9	99
48) CC(C)C1C(=O)N(Cc2cn(CC3CCCCC3)nn2)CCS(=O)(=O)N1Cc1ccc(-c2ccc(Cl)cc2)cc1 (stereo unspecified)
    9	0.1	-7	-6	12	-4	-7	-3	-2.3	101
49) O=C(C[C@H]1CC[C@@H](NS(=O)(=O)c2ccccc2)[C@@H](CO)O1)NCc1ccc(Cl)c(Cl)c1
    8	-0.2	.	.	-5	.	-4	.	.	.
50) N#C/C(=C(/O)CO/N=C/c1ccccc1Cl)c1nc2ccccc2[nH]1
    5	0.8	3	1	-2	-6	-21	-9	0.3	98
51) Cc1ccc2cc(CCNC(=O)C3CCCC3)c(=O)[nH]c2c1
    -7	0.3	-12	1	2	10	-8	.	2.2	100
52) COc1ccc(C(=O)C(CCCCC(CN(C)C)C(=O)c2ccc(OC)cc2)CN(C)C)cc1 (stereo unspecified)
    21	1.2	7	-8	6	19	.	18	-2.5	101
53) N#CC1C(=O)NC(=O)C(C#N)C12CCCC2 (stereo unspecified)
    2	0.0	4	-2	1	.	-9	4	-0.6	98
54) Cc1cc(NC(=O)Nc2ccc(Cl)c(Cl)c2)no1
    -4	0.0	-6	-5	-5	0	-4	-4	-0.7	94
55) O=C(C1CCCN(S(=O)(=O)c2cccc3nonc23)C1)N1CCN(c2ccccc2)CC1 (stereo unspecified)
    2	-0.1	-3	-3	-5	7	-7	1	1.0	100
56) CSc1ccccc1C(=O)Nc1cc([N+](=O)[O-])ccc1C
    1	0.4	2	1	0	-3	-2	10	-0.4	95
57) CC(=O)OCC(=O)N1N=C(c2ccc3ccccc3c2)CC1c1ccccc1 (stereo unspecified)
    0	0.7	3	1	3	5	-14	-2	0.3	116
58) Cc1ccc(S(=O)(=O)N2CCCC2CNC(=O)C(=O)Nc2ccccc2)cc1 (stereo unspecified)
    32	0.1	-7	-1	0	8	-6	-3	-0.5	98
59) Cc1ccc(NC(=O)CN(C)C(=O)Nc2ccc(C)cc2)cc1
    27	0.0	1	0	0	-3	-3	2	0.2	104
60) CCN(CC)S(=O)(=O)c1cc(NC(=O)Cc2ccc(S(=O)(=O)N3CCOCC3)s2)ccc1Cl
    -4	0.2	-18	-2	-5	7	-3	-33	0.5	95
61) CC(C)Cc1ccc(C(C)CC2=CCC(CN(C)C)C2=O)cc1 (stereo unspecified)
    66*	-0.4	-19	-4	-11	11	-22	-4	-3.5	91
62) COC(=O)C1CCN(S(=O)(=O)CCNC(=O)c2ccc3c(c2)OCO3)CC1
    0	0.0	3	1	-7	-2	-7	-4	-0.6	94
63) COc1cccc(C(=O)Nc2ccccc2-c2ccccc2)c1
    -2	0.2	3	-1	-3	4	-16	-1	-0.5	96
64) CCCCc1n[nH]c(=S)n1Cc1ccc(Cl)cc1
    -4	0.2	-1	0	5	-1	7	-14	0.9	93
65) COc1ccc(CN2CCc3c([nH]c4ccccc34)C2)cc1Br
    4	0.1	-5	3	3	-2	-5	18	-0.2	108
66) COc1ccc(C2c3[nH]c4ccccc4c3C[C@H]3C(=O)N(c4ccccc4C(=O)N4CCC(C(=O)O)CC4)C(=O)N23)cc1 (stereo partly specified)
    -1	-0.2	3	2	1	.	.	17	1.9	100
67) CC(Nc1ccccc1)c1cccnc1 (stereo unspecified)
    -2	-0.1	4	1	18*	12	-4	2	1.0	101
68) COCCN(CCOC)c1nc(-c2ccc(Cl)cc2)nc2ccccc12
    0	0.9	1	-4	7	0	-19	-3	-0.4	99
